AI-2 QS modul: Vibrio harveyi AI-2 quorum sensing modulators, primary screen, JMH597 strain, luminescence/OD600 ratio; Vibrio harveyi JMH597 AI-2 luminescence/OD600 ratio, 9 h; stronger effect = lower value; strain lacks LuxN and CqsS sensors; 0 = neutral-control median; activity change, % at 7.5 µM; 300,000 compounds, 0.4% hits; AID 2094, 2009; in the data active = activity change below about -75%, passing the limit was not always enough;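 also: luminescence divided by OD600 gain over 9 h not by final OD600 alone; inactives centre near 13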
GSK3B inh: human GSK3beta kinase inhibitors, primary screen, biochemical, cell-free homogeneous, HTS; GST-GSK3beta kinase, ADP-Glo luminescence, 60 min; stronger effect = lower value; activity score (negative = inhibition), % at 10 µM; 300,000 compounds, 0.038% hits;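 active = more than half of replicate wells score below -50%, meaning over 50% inhibition versus plate controls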;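 also: 0% = median DMSO wells and -100% = median GW8510 positive control wells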
Target sequence (P49841 whole entry, looked up): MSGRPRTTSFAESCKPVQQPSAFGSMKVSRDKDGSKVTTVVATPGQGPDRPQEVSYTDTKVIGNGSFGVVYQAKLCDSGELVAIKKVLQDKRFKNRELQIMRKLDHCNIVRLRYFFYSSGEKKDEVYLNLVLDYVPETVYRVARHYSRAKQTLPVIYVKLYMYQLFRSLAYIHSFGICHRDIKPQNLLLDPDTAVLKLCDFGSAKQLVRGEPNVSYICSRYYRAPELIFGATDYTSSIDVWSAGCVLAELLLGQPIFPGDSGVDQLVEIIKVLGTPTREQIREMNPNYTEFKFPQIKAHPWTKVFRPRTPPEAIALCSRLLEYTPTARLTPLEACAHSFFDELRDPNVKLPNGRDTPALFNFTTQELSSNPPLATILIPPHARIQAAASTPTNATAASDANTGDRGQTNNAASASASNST
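Test system: GST-fused GSK3beta enzyme, cell-free | Quantity: 1.6 ng GST-GSK3beta enzyme per well | Reagent: 25 µM ATP with peptide substrate | Schedule: 60 min enzyme reaction, room temperature | Signal: Luminescent ADP-Glo measurement of ADP formed | Read-out basis: Score relative to plate controls | Control set: DMSO and 20 µM GW8510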
HSP90 refold inh: HSP90 inhibitors, primary screen, cell lysate, luminescence | Heat shock protein HSP 90 (rabbit reticulocyte lysate; luciferase refolding) | 290,000 compounds, 0.91% hits | inhibition, % at 5.6 µM | Rabbit reticulocyte lysate, luciferase refolding luminescence, 3 h;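 active = inhibition above the screen-wide mean plus 3 SD, computed separately per campaign, cut at about 16% in these data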;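 also: 0% = DMSO wells and 100% = 60 µM geldanamycin wells; inhibitors lower the luminescence because luciferase stays unfolded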
GSK3A inh: blockers of GSK3A enzyme activity – biochemical, luminescence, cell-free homogeneous, HTS, primary screen; Glycogen synthase kinase-3 alpha (Homo sapiens), P49840; GSK-3 alpha kinase, ADP-Glo luminescence, 60 min; inhibition, % at 10 µM; 320,000 compounds, 0.1% hits;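 in the data active = inhibition above about 50%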;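 also: GST-tagged GSK-3 alpha with peptide substrate and 25 µM ATP; 0% = DMSO neutral wells and 100% = GW8510 positive control wells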
Target sequence (P49840 whole entry, looked up): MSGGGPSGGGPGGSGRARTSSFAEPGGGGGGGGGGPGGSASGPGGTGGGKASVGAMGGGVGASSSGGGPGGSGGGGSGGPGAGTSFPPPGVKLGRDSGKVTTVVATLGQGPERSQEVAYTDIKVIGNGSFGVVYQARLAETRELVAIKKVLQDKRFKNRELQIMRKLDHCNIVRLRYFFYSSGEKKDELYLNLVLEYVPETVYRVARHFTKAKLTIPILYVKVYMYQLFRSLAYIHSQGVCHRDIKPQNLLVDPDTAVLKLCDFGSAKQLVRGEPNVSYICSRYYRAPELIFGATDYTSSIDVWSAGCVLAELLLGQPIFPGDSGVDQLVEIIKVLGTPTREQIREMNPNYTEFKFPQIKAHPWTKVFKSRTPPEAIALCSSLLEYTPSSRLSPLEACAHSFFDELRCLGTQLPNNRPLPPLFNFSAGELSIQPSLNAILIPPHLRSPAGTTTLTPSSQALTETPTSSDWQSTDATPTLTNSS
KLF5 inhibitor: KLF5 expression inhibitors, primary screen, DLD-1 cells, luminescence; DLD-1 KLF5 promoter-luciferase reporter; inhibition, % at 5 µM; 290,000 compounds, 0.23% hits;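 active = inhibition above a per-plate limit of that plate's mean compound inhibition plus 3 SD, cut at about 60% in these data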;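 also: 0% = DMSO wells and 100% = LY294002 at 200 µM; higher means less KLF5 promoter-driven luciferase light; inactives centre near -14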
HSF-1 act: HSF-1 activators, primary screen, NIH3T3-HGL cells, MG132 stress, luminescence, single point; NIH3T3-HGL HSF-1 luciferase reporter, 8 h; 100% = twice DMSO control signal; activation, % at 9 µM; 300,000 compounds, 1.7% hits; AID 504408, 2011;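 active = mean replicate activation of at least 50% with a set share of replicates each reaching 50%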;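 also: 0% = median of the neutral control wells and 100% = twice that signal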
HIF act: HIF pathway transcriptional activators, primary screen, cell-based, U2OS HRE-luciferase, luminescence; AID 1910, 2009; activation, % at 7.5 µM (by protocol); 300,000 compounds, 0.32% hits; U2OS HRE-luciferase reporter; normalized: DMSO 0%, desferrioxamine 100%;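 active = mean activation of at least 10% of the iron chelator positive control signal, with at least half of replicates also reaching 10%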
HSF1 inhib: HSF1 inhibitors in luciferase reporter cells, primary screen, cell-based, NIH3T3, luminescence. NIH3T3-HGL HSE-luciferase, MG132-induced, luminescence 8 h; stronger effect = lower value. activity change, negative = inhibition, % at 7.5 µM (by protocol). 300,000 compounds, 0.77% hits. AID 2098, 2009;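 active = more than half of replicate wells show activity change below -50%, luminescence cut by over half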;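 also: luciferase reports HSF-1 transcriptional activity via heat shock element; 0% = median of DMSO wells and -100% = zero luminescence signal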
aSyn 5UTR inh: MLPCN primary screen, SNCA 5' untranslated region; inhibition, % (tested at 7.5 µM); 300,000 compounds, 0.82% hits; alpha-synuclein 5'UTR reporter, inhibitor activity; in the data active = inhibition above about 60%;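 also: H4 neuroglioblastoma cells stably carrying SNCA 5'UTR luciferase fusion; 0% = DMSO wells and 100% = positive control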
IEC-6 cytotox: cytotoxicity in IEC-6 intestinal epithelial cells, primary screen, cytotoxicity control for KLF5 inhibitor project, cell-based, luminescence; IEC-6 cytotoxicity, luminescence viability; inhibition, % at 5 µM; 290,000 compounds, 0.78% hits; in the data active = inhibition above about 22%;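 also: 0% = plate median of test compound wells and 100% = cytotoxic reference compound wells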
* marks the source's active call; other numbers are inactive results; x = not tested or not shown.

SMILES	AI-2 QS modul	GSK3B inh	HSP90 refold inh	GSK3A inh	KLF5 inhibitor	HSF-1 act	HIF act	HSF1 inhib	aSyn 5UTR inh	IEC-6 cytotox
CN(C)S(=O)(=O)N1CCc2ccc(NC(=O)c3ccccc3Cl)cc2C1	24	1	1	-2	-41	-11	0.0	-5	-30	6
CCN(CC)C(=O)Cn1c(=O)n(-c2ccccc2)c(=O)c2c3c(sc21)CCC3	21	-3	-4	-2	-11	-10	-0.6	0	7	-3
COc1ccc(OC)c(NC(=O)CSc2nc(C)cs2)c1	2	1	-3	-3	1	-3	0.1	-2	5	5
Cc1ccc(-n2nnnc2SCC(=O)Nc2cc(C)on2)c(C)c1	23	-1	4	-36	-6	3	0.2	-3	12	1
O=C(c1cnc2nc3ccccc3n2c1)c1cc(F)ccc1O	4	0	-1	4	7	2	2.4	6	-78	8
Cc1ccc(S(=O)(=O)Nc2ccc(C(=O)NCc3ccccn3)cc2)cc1	23	3	-2	1	-28	0	-0.2	1	-19	5
COc1cc(CNc2nc(C)c([N+](=O)[O-])c(C)c2C#N)cc(OC)c1OC	14	0	3	0	-12	22	-0.5	8	7	4
CCCCCn1c(NC(=O)c2ccco2)c(S(=O)(=O)c2ccc(C)cc2)c2nc3ccccc3nc21	-2	-1	16*	4	19	42	1.6	30	13	1
CCc1ccccc1NC(=O)COc1ccc2oc(-c3ccc(OC)cc3)cc(=O)c2c1	26	3	1	0	-19	-33	0.0	-13	-29	-7
CCOC(=O)C[C@H]1c2ccc(C(F)(F)F)cc2S(=O)(=O)N1C(C)C	21	-1	x	1	x	24	-0.2	6	0	x
O=C(CCS(=O)(=O)c1ccc(Br)cc1)Nc1ccc2c(c1)OCO2	15	-2	-2	0	-31	17	0.9	0	-64	-2
O=C(Nc1cccc(Cl)c1N1CCCC1)c1cc2ccccc2o1	14	-4	-3	4	-5	4	1.1	5	-74	3
CC(=O)Nc1cccc(N(C)S(C)(=O)=O)c1	13	-2	3	-2	10	-18	-0.5	-2	-3	-3
COCCn1nnnc1CN(Cc1cc2cc(OC)c(OC)cc2[nH]c1=O)C1CCCC1	9	4	5	6	7	-9	-0.3	-1	12	7
CCOc1ccccc1NC(=O)c1cccc(N2C(=O)CCC2=O)c1	27	2	-6	-2	-16	6	-0.5	-5	-7	3
COc1ccccc1C(=O)NC(=O)COC(=O)C1CCC1	16	3	x	-2	x	-17	-0.5	-2	-2	x
COc1ccc(-c2cc(C#N)nc(N3CCN(c4ccccc4)CC3)n2)cc1	12	4	-1	-1	-33	-5	-0.8	-3	-5	-3
Cc1cccc(-c2onc3ccc(C(=O)/C=C/N(C)C)cc23)c1	118	1	39*	15	-107	6	-14	-7	-31	-5
O=C(c1ccc(S(=O)(=O)NCc2ccco2)cc1)N1CCCC1	-1	2	-3	0	-25	4	-0.4	-6	3	-3
Cc1ccc(C(=O)NNC(=O)C(C)Sc2nc(N)cc(N)n2)cc1 (stereo not drawn)	31	9	1	-2	-37	-13	0.0	-1	-2	-1
Cc1nc(-c2ccc(-c3ccon3)s2)no1	-2	0	1	-1	-14	7	0.7	4	-48	-2
Cc1ccccc1NC(=S)N(Cc1cccs1)C1CCCC1	11	0	2	-2	2	1	0.3	-3	19	1
O=C(NCc1ccccn1)c1cc(-c2ccccc2)on1	-25	-2	0	-5	-56	34	2.9	15	-79	-1
COc1cccc(Cn2nnc3c(=O)[nH]c(C4CCCN(C(=O)c5ccccc5Cl)C4)nc32)c1 (stereo not drawn)	10	-1	1	0	-31	x	-0.4	x	45	-3
COc1ccc(CNC(=O)CN(Cc2ccccc2OC)C(=O)c2csnn2)cc1	8	1	-1	-1	-25	11	0.1	3	4	-1
Cc1cccc(N2CCN(C(=O)C3(S(=O)(=O)c4ccc(Cl)cc4)CC3)CC2)c1C	9	-2	-4	0	7	16	0.2	7	27	0
c1cnc(-c2noc(CN3CCN(C4CCCC4)CC3)n2)cn1	1	1	3	-1	-9	-4	-0.4	-9	21	-4
O=C(Nc1ccc(F)cc1)Oc1ccc[nH]c1=O	-8	2	2	3	-57	4	0.6	3	-82	1
CCC(C)N(C(=O)COC(=O)CNC(=O)c1sc2ccccc2c1Cl)C1CCS(=O)(=O)C1 (stereo not drawn)	11	1	1	2	-14	5	-0.1	9	10	4
CC(C)Cc1nc(SCC(=O)Nc2nnc(CC(C)C)s2)n[nH]1	25	1	-1	-2	-6	-9	-0.1	-3	-8	3

Molecules from the list above that have a thiophene ring, fused or not (four):
SMILES	AI-2 QS modul	GSK3B inh	HSP90 refold inh	GSK3A inh	KLF5 inhibitor	HSF-1 act	HIF act	HSF1 inhib	aSyn 5UTR inh	IEC-6 cytotox
CCN(CC)C(=O)Cn1c(=O)n(-c2ccccc2)c(=O)c2c3c(sc21)CCC3	21	-3	-4	-2	-11	-10	-0.6	0	7	-3
Cc1nc(-c2ccc(-c3ccon3)s2)no1	-2	0	1	-1	-14	7	0.7	4	-48	-2
Cc1ccccc1NC(=S)N(Cc1cccs1)C1CCCC1	11	0	2	-2	2	1	0.3	-3	19	1
CCC(C)N(C(=O)COC(=O)CNC(=O)c1sc2ccccc2c1Cl)C1CCS(=O)(=O)C1 (stereo not drawn)	11	1	1	2	-14	5	-0.1	9	10	4

(more compounds)
SMILES	AI-2 QS modul	GSK3B inh	HSP90 refold inh	GSK3A inh	KLF5 inhibitor	HSF-1 act	HIF act	HSF1 inhib	aSyn 5UTR inh	IEC-6 cytotox
Cc1ccc(-c2csc3ncnc(Nc4ccc(N5CCOCC5)cc4)c23)cc1	13	3	2	1	-13	7	-7.9	0	-6	6
NC(=O)CNC1CC(=O)N(CCc2ccccc2)C1=O (stereo not drawn)	-25	-1	-3	-1	8	6	-0.1	-5	8	3
CCC(Sc1nc2ncnc(N)c2[nH]1)C(=O)O (stereo not drawn)	7	-4	-1	1	-18	4	0.3	0	13	8
O=C(NC(=S)NCc1ccccc1)c1ccccc1Br	-2	-5	5	x	-28	0	-0.5	1	-30	5
COc1ccc(S(=O)(=O)Nc2cc3c4c(oc3c3ccccc23)CCCC4=O)cc1	25	0	4	1	24	56*	-27	39	21	8
Cn1c(SCC(=O)c2ccc(O)c(O)c2)nnc1-c1cccs1	21	-23	-3	2	-31	-5	0.2	-2	9	-3
COc1ccc(C(=O)N/C(=C/c2cccc3ccccc23)C(=O)NCCc2c[nH]c3ccccc23)cc1OC	4	1	-2	2	-29	-5	-0.7	-3	3	7
Cc1ccc(C(=O)OCC(=O)NCC(F)(F)F)cc1C	29	0	3	0	12	-5	0.9	0	27	3
Cc1ccccc1NC(=O)CNc1ccc(Cl)c(C(F)(F)F)c1	18	-1	3	-2	-11	19	0.3	-1	-28	-1
Cc1cccc(N2C(=O)CC(Cn3nc(C)cc3C)C2=O)c1 (stereo not drawn)	-9	3	-7	-1	-29	8	-0.8	-1	-1	3
O=C(O)CCCn1cc(NC(=O)COc2ccc(F)cc2F)cn1	6	2	-2	-1	-18	18	-0.5	2	16	-2
COc1cccc(NC(=O)c2ccccc2N2C(=O)C3C4C=CC(C4)C3C2=O)c1 (stereo not drawn)	21	-1	2	-1	-19	5	0.1	4	2	-5
C/C(=N/NC(=O)CNC(=O)C1COc2ccccc2O1)c1ccc([N+](=O)[O-])cc1 (stereo not drawn)	5	2	2	-1	-10	-14	-1.9	-1	4	-4
Cc1cccc(C(=O)c2ccccc2C(=O)O)c1	22	4	5	-1	-22	-22	-0.3	-11	-13	2
COc1ccc2c(C)cc(SCC#N)nc2c1	20	4	1	2	-2	6	0.1	-3	-11	1
Cc1ccc(S(=O)(=O)NC(CC(C)C)C(=O)N2CC(C)OC(C)C2)cc1 (stereo not drawn)	2	1	0	-1	-4	-4	-0.2	-2	-2	-1
O=C(Nc1ccccc1F)Nc1cccnc1Cl	10	0	x	-1	x	33	0.7	7	-46	x
O=C(Nc1cccc2ccccc12)c1ccc(OC(=S)N2CCOCC2)cc1	7	-1	-4	-1	-64	5	x	11	-35	1
Cc1ccc(S(=O)(=O)N(Cc2ccccc2)c2ccccn2)cc1[N+](=O)[O-]	22	6	0	-4	-21	-48	0.1	-36	19	2
COc1cc(CCC(=O)OCC(=O)NCc2ccc(Cl)cc2)cc(OC)c1OC	-65	3	-8	-1	-18	6	0.0	2	1	-1
CCOC(=O)C1=NNC2(c3ccc(Cl)cc3)C(=O)N(c3ccc(C)cc3)C(=O)C12 (stereo not drawn)	11	1	3	-1	-39	5	-0.6	-5	18	2
Cc1cccc(N(C(=O)c2csnn2)C(C(=O)NC2CCCC2)c2ccncc2)c1 (stereo not drawn)	18	-1	-4	-2	11	8	0.7	9	15	-3
COC(=O)CN(c1ccc2c(c1)OCO2)S(C)(=O)=O	9	5	-1	-2	-58	1	0.9	-3	-24	-1
Cc1cccc(NC(=O)c2ccc(S(=O)(=O)N(C)CC3CCCO3)cc2)c1C (stereo not drawn)	13	-1	-1	1	-14	-12	0.0	-2	8	-3
O=[N+]([O-])c1ccc(CN2CCN(c3nc4ccccc4s3)CC2)cc1	10	2	2	-1	-11	-4	-1.9	7	-22	5
COc1cccc(COCC(O)CN2CCC(C(N)=O)CC2)c1 (stereo not drawn)	21	0	-3	0	-12	-8	0.2	-8	-2	-6
Cc1c(NC(=O)c2c(NC(=O)CNC3CC3)sc3c2CCCC3)c(=O)n(-c2ccccc2)n1C	8	3	3	-2	-42	7	-0.5	-3	-32	0
O=C(NCCCN1CCCC1)C1CCC(=O)N1C1CCCCC1 (stereo not drawn)	27	2	1	5	-26	4	x	-15	30	-1
COc1ccccc1NC(=O)CN1C(=O)COc2ccc(C)cc21	15	-3	7	0	-22	4	0.6	5	-4	-1
O=C(CSc1nc2[nH]ncc2c(=O)[nH]1)Nc1ccc(Cl)c(Cl)c1	27	-2	x	1	x	8	-3.5	-1	-7	x
COc1ccc(C2NS(=O)(=O)N=C2N)cc1 (stereo not drawn)	11	-2	-1	0	0	-57	-0.1	-46	5	-3
COc1ccccc1NC(=O)C1CCCN(c2nc(C)cc(C)n2)C1 (stereo not drawn)	-8	0	5	1	-21	5	-0.4	-1	1	1
Cc1ccc(C(=O)Nc2cccc(C(=O)N3CCOCC3)c2)cc1	19	3	-3	1	-72	-16	1.7	-9	-89	6
O=C(O)C1CC=CCC1C(=O)NNc1ccccc1 (stereo not drawn)	3	0	1	-1	-3	3	-0.1	-3	-3	8
COc1ccc(CNC(=O)c2cccnc2Sc2ccc(C)c(C)c2)cc1	19	0	0	-2	1	-2	0.1	4	14	-10
CCCNCC(O)Cn1c2ccccc2n2c(=O)cc(C)c(C#N)c12 (stereo not drawn)	15	7	-1	-2	23	16	-0.4	-1	-5	-2

Compound activity deposited in PubChem by several laboratories.
